# UBC9 SUMO inh – SUMOylation inhibition; HTRF SUMOylation assay, SAE1/SAE2 + UBC9, in vitro; P63279; 290,000 tested, 0.36% active; AID 2006; inhibition, % at 35 µM; in the data active means inhibition above about 50%, passing the limit was not always enough; further: strong numbers were not always called active
# MEKK2 mut-MEK5 – signal of MEK5 binding to mutant human MEKK2 PB1 domain; bead flow cytometry, Alexa488-MEK5 binding to MEKK2 mutant; percent response, % at 10 µM; 290,000 tested, 0.35% active; AID 1530; in the data active means percent response above about 24%, passing the limit was not always enough; further: inactives centre near 1; some results filed as inactive read as strong as hits
# FID counter – fluorescent intercalator displacement, NS3 helicase counter-screen. DNA fluorescent intercalator displacement, fluorescence. inhibition, % at 7.9 µM. 290,000 tested, 0.17% active; in the data active means inhibition above about 37%;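 further: 0% = vehicle and 100% = reference compound; higher means more ethidium bromide displaced from hairpin DNA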
# GalR3 antagonist – antagonists of human GalR3 | O60755 | HEK293 GalR3-CNG cAMP membrane potential fluorescence; galR3 body fused to GalR1 C-terminus | inhibition, % at 3 µM | 360,000 tested, 0.44% active | AID 651719;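 active means inhibition above the screen-wide average plus 3 SD, cut at about 13% in these data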;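 further: forskolin and galanin both at EC90 stimulate the cells; cAMP rise reported by CNG channel membrane potential dye signal; 0% = forskolin plus galanin with DMSO and 100% = forskolin alone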
# Target sequence (O60755 1-299 limits assumed): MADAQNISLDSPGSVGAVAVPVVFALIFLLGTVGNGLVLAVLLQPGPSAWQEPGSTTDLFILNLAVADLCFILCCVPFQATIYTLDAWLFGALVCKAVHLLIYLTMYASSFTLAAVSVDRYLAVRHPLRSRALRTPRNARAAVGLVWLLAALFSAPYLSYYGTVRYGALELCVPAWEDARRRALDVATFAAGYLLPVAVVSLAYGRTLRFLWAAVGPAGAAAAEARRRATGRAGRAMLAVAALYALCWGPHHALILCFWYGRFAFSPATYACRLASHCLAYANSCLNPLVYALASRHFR
# CRFBP-R2 block – blocks CRF-induced signaling of the CRF-BP/CRF-R2 complex; HEK293 CRF-R2/CRF-BP, CRF-induced calcium fluorescence; inhibition, % at 11.8 µM; 350,000 tested, 0.59% active; AID 588475;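 active means inhibition of the ligand-induced calcium signal above about 50% at the single tested concentration, limit read from the data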
# NS3 helicase inh – HCV NS3 helicase inhibition. NS3 helicase DNA unwinding, Cy5 molecular beacon fluorescence. inhibition, % at 10.9 µM. 290,000 tested, 0.56% active;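 active means inhibition above the mean of all tested compounds plus 3 SD, set per campaign, cut at about 35% in these data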;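 further: 0% = DMSO wells and 100% = thioflavine S control wells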
#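 test system = hepatitis C virus NS3 helicase domain fragment enzyme | reagent = annealed dual-labelled DNA beacon duplex, ATP-started | times = 1 h at 25 °C | detection = Cy5 fluorescence, 0 and 60 min reads | read-out basis = percent inhibition from t60/t0 fluorescence ratio | control set = DMSO and thioflavine S | replication = one well per compound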
# MEKK2wt PB1 HTS – raises or lowers MEK5 binding to wildtype human MEKK2 PB1 domain | Q9Y2U5 | bead flow cytometry, Alexa488-MEK5 binding to MEKK2 WT; actives lie on both sides | binding response (% of control), % at 10 µM | 290,000 tested, 1.1% active; in the data active means binding response below about 67% or above about 130%
# MEKK3 PB1 HTS – raises or lowers MEK5 binding to the human MEKK3 PB1 domain; binding response (% of control), % at 10 µM; AID 1529; bead-based flow cytometry, Alexa488-MEK5 binding to MEKK3; actives lie on both sides; 0 = blocked by unlabeled MEK5, 100 = vehicle; 290,000 tested, 1.4% active; Q99759;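 active means binding response more than 3 SD above or below the average of its plate-row segment, actives on both sides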;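 further: Alexa488 bead fluorescence after subtracting the streptavidin-only scavenger bead signal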
# Target sequence (Q99759 whole entry, looked up, the tested form may be a part): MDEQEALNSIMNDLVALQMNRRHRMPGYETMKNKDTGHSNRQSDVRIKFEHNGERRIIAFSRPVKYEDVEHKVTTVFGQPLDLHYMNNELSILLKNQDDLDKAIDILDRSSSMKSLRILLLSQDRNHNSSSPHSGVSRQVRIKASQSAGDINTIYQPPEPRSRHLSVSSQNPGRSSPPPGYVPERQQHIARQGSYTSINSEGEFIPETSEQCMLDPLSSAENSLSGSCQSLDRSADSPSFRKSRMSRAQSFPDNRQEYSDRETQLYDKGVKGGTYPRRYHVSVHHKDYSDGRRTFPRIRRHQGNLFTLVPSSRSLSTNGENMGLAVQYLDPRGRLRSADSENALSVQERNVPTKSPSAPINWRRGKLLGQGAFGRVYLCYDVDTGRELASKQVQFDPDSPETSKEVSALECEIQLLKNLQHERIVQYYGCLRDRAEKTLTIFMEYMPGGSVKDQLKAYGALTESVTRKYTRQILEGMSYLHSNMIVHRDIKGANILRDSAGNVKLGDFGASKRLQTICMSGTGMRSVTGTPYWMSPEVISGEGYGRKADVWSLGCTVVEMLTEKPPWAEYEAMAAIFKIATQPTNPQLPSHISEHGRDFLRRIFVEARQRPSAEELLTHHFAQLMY
# CRFR2-BP ag – CRF-BP/CRF-R2 complex agonism; 350,000 tested, 0.46% active; HEK293 CRF-R2/CRF-BP, calcium dye fluorescence (FLIPR); percent of saturating CRF peptide response; activation, % at 13.2 µM;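 active means activation of at least 50%, plus an integration ratio under a set limit after plate pattern correction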;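 further: plate controls were neutral control wells without compound for no effect and CRF at EC100 for full effect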
# Starred values were filed as active, the others as inactive; x = no result given.
SMILES,UBC9 SUMO inh,MEKK2 mut-MEK5,FID counter,GalR3 antagonist,CRFBP-R2 block,NS3 helicase inh,MEKK2wt PB1 HTS,MEKK3 PB1 HTS,CRFR2-BP ag
Cc1cccc(C(=O)NNC(=S)NC(=O)c2cccs2)c1,-15,6,-11,2,-57,17,111,106,154*
NS(=O)(=O)c1ccc(NC(=O)CCc2ccccc2)cc1,4,5,-5,-6,7,3,109,105,-1.4
CCOc1ccccc1NC(=O)N1CCC(NC(=O)c2ccccc2C)CC1,22,1,-4,-2,-9,-2,101,102,-0.9
COc1ccc(-c2cc(-c3ccccc3O)[nH]n2)cc1OC,-6,-2,-12,-4,-1,-44,100,100,1.2
COc1ccc2c(c1)CCc1c(C(=O)N3CCCc4ccccc43)noc1-2,9,8,-3,-8,40,-6,107,105,-0.9
Cc1ccc2c(c1)C(c1ccccc1)N(C(=O)c1ccccc1[N+](=O)[O-])CC(=O)N2 (stereo unspecified),-5,-2,-27,-11,-17,-3,100,102,-2.1
Cc1ccc(NC(=O)CN(c2ccccc2)S(=O)(=O)N(C)C)cc1,7,-2,-10,-1,-10,7,98,99,-2.8
O=C(/C=C/c1ccc(Cl)cc1)N(Cc1cccs1)C1CCS(=O)(=O)C1 (stereo unspecified),2,-4,-38,4,-10,-10,81,85,-2.6
CC(C)CN1CCN(Cc2cc(F)ccc2-n2cccn2)CC1CCO (stereo unspecified),7,-1,-4,1,5,-4,101,104,-0.4
Cc1cc(NC(=O)CN2C(=O)C3CC=CCC3C2=O)no1 (stereo unspecified),-10,-3,0,-5,1,2,97,100,-0.2
CC1CC2(CCCC2)Nc2ccc(F)cc21 (stereo unspecified),-1,11,6,-7,-35,12,110,109,-1.3
Cc1ccccc1NC(=O)c1c2c(nc3ccccc13)CCC2,20,-10,-7,-3,1,-4,88,96,1.6
COc1ccc(CCNC(=O)CCC(=O)Nc2ccc3nc(N4CCN(C)CC4)cc(C)c3c2)cc1OC,-10,7,6,-4,9,10,111,103,2.6
COc1ccc(-n2c(=O)c3ccccc3c3ccccc3c2=O)cc1,8,-3,-9,-1,-9,-1,99,97,0.6
Cc1cccc(NC(=O)c2cccc(NS(=O)(=O)c3ccc(Cl)cc3)c2)c1,6,6,-7,x,14,6,103,106,-0.4
O=C(Nc1ccccc1C(=O)O)c1cccc(NC(=O)c2ccco2)c1,1,-2,-22,-4,-4,17,93,92,0.3
O=C(CCC(=O)c1cccs1)NCc1ccc(Cl)cc1,2,-5,-3,5,-4,0,94,94,0.0
O=C(Cc1ccc(Br)cc1)NC1CCSC1=O (stereo unspecified),8,-3,-4,-2,-13,-1,98,96,1.7
CCN(CC)S(=O)(=O)c1cccc(-c2n[nH]c(=S)n2C)c1,11,6,-4,-3,-7,4,102,99,0.2
O=C(COC(=O)c1ccc(NS(=O)(=O)c2ccc3c(c2)OCCO3)cc1)NCC1CCCO1 (stereo unspecified),6,0,-18,-4,-5,4,99,101,0.7
O=C(CSc1n[nH]c(-c2ccco2)n1)Nc1ccccc1Cl,-2,4,-4,-9,4,5,102,103,1.4
Cc1ccc(C)c(NC(=O)CCN2CCCC(C)C2)c1 (stereo unspecified),-6,-7,-1,-8,-8,5,101,102,-3.0
CCOc1cccc2sc(N(CCCN(C)C)C(=O)c3ccc(S(=O)(=O)N4CCCCCC4)cc3)nc12,18,23,36,-4,-16,-38,149*,103,0.8
COc1ccc(-c2nc(N=Nc3ccc(O)cc3)n[nH]2)cc1,-20,12,2,-4,5,-6,97,97,2.7
COc1ccc(OCc2cc(C(=O)N3CCN(C4CCCC4)CC3)no2)c(Cl)c1,-3,6,2,-5,-7,-45,112,105,-0.3
COc1ccc(/C=N/NC2=NS(=O)(=O)c3ccccc32)cc1,-16,13,-5,-10,8,31,110,111,1.2
CCN(CC)C(=O)COc1ccc2oc(C)c(C(=O)OC)c2c1,3,0,-28,-4,8,6,99,99,-1.7
Cc1[nH]n(-c2ccccc2)c(=O)c1CCO,1,5,-1,2,1,-9,99,104,0.4
CCCCOc1c(Cl)cc(C(=O)N(C)CC(=O)Nc2ccc(N3CCOCC3)cc2)cc1OCC,4,4,-42,3,2,-5,101,97,-1.1
COc1ccc(N2CCN(C(=O)c3sc4ncn(CC(=O)N5CCCCC5C)c(=O)c4c3C)CC2)cc1 (stereo unspecified),0,-1,-53,-8,-4,-1,101,103,-2.7
O=C(CSc1nnc(-c2ccc(Br)cc2)o1)N1CCN(C(=O)c2ccco2)CC1,2,-1,-12,-11,5,-6,91,91,0.8
CCC1=Nc2cc(C(=O)NCCCOC(C)C)ccc2Sc2ccccc21,-8,5,-34,-4,-19,-4,127,128*,-0.2
COc1ccccc1Oc1ccc(N/C=C/C(=O)c2ccc(C)o2)cc1,10,-5,-12,-5,3,19,90,97,1.2
Cc1cccc(CCNC(=O)c2cccc(NC3=NC4CS(=O)(=O)CC4S3)c2)c1 (stereo unspecified),2,-3,-15,x,-27,5,99,99,0.7
COc1ccc(CCN2C(=O)CC(Nc3ccc(N4CCOCC4)cc3)C2=O)cc1OC (stereo unspecified),-14,16,-37,-1,-9,46*,104,110,1.6
COc1ccc(N2C(=O)CC(N3CCN(C(=O)c4ccco4)CC3)C2=O)cc1 (stereo unspecified),10,-6,7,0,-2,-7,100,98,-3.5
CC(C)(C)NC(=S)NNC(=O)[C@H]1C[C@@H]1c1ccccc1,7,-3,-9,-5,11,-4,95,94,0.0
C1CCN(C2CCN(c3nc4nonc4nc3N3CCSCC3)CC2)C1,17,-5,-7,-1,5,-7,98,99,-2.4
O=C(/C=N/O)NCCCN1CCOCC1,-11,28,0,-2,14,-10,105,105,-0.5
CCOc1ccc(S(=O)(=O)/N=C(/c2ccccc2)N(C)C)cc1,-9,-6,-8,-7,-29,0,93,95,6.2
O=C(CN1C(=O)/C(=C/c2ccc(F)cc2)SC1=S)NC1C=CS(=O)(=O)C1 (stereo unspecified),9,0,-20,1,9,19,93,98,0.8
O=C(Nc1nnc(-c2ccccc2)o1)c1cc(-c2cccs2)nc2ccccc12,-3,-6,-22,2,-8,18,89,79,22
CCOC(=O)c1cc(S(=O)(=O)Nc2ccc(OC)cc2OC)cn1C,21,1,-17,-9,1,1,105,101,-0.6
C=CCOC(=O)C1=C[C@H](c2ccc3c(c2)OCO3)C[C@H](OCCCCO)O1,x,2,x,-4,2,x,97,100,0.4
COc1cc(C)nc(OCCNC(=O)COc2ccc(Cl)cc2Cl)n1,14,6,-30,-3,2,-5,103,104,1.4
NS(=O)(=O)c1cccc(NC(=O)c2cc(-c3cccs3)nc3ccccc23)c1,2,-4,-1,2,-14,-4,94,101,3.2
O=S(=O)(Nc1cc(C(F)(F)F)ccc1N1CCOCC1)c1ccc2ccccc2c1,-13,0,-5,-11,3,7,98,100,4.7
COc1ccc(CNC(=O)C2(CC3CC(c4ccccc4)=NO3)CCN(C(=O)CCCCCBr)CC2)cc1 (stereo unspecified),x,2,x,-2,0,x,103,97,1.4
COc1ccc(-c2nc(N/N=C(\C)c3ccc(O)cc3)c3ccccc3n2)cc1,0,11,-2,-7,-9,-11,101,106,-1.3
C/C=C/C(=O)OCC(=O)Nc1cc(-c2cc(C)c(C)cc2C)nn1-c1ccccc1,-43,6,-21,-4,-12,-4,96,96,0.3

# (more compounds)
SMILES,UBC9 SUMO inh,MEKK2 mut-MEK5,FID counter,GalR3 antagonist,CRFBP-R2 block,NS3 helicase inh,MEKK2wt PB1 HTS,MEKK3 PB1 HTS,CRFR2-BP ag
COc1ccc(OC)c(NC(=O)c2ccc(CSc3ncccn3)cc2)c1,6,-9,-8,-4,7,-9,94,101,0.4
Cc1cc(-c2nnc3n2CCCCC3)c(C)n1-c1ccccc1,-1,-6,-7,2,31,8,96,99,1.4
COc1ccc(-c2nnnn2-c2ccccc2OC)cc1,-1,1,-5,-7,0,4,105,108,-0.1
COC(=O)C(C(=O)OC)c1ccc(NC(=O)c2cccc(Cl)c2)cc1,2,-1,-11,-4,5,9,98,100,-2.9
COc1cccc(C(=O)Cn2c(NCCO)nc3ccccc32)c1,6,8,1,-2,-2,-7,103,96,-2.3
Cc1cc(C)cc(NC(=S)N=Nc2c(O)n(C)c3ccc(S(=O)(=O)N4CCOCC4)cc23)c1,-13,-10,6,8,-75,9,82,93,-2.6
O=C(NCc1cccs1)Nc1cccs1,14,-7,-3,-3,-12,17,95,92,-2.0
Cc1cc(NC(=O)CSc2ncnc3sccc23)no1,12,-2,2,-7,6,15,97,96,-2.1
Cc1cc(OCc2nc(-c3ccncc3)no2)cc(C)c1Cl,6,4,-3,-5,-4,-10,97,103,0.4
C=CCN(C(=O)CSc1nc2c(sc3ccccc32)c(=O)n1CCN(CC)CC)c1ccccc1,11,65*,-7,-9,-19,-11,192*,117,4.3
CCC(=O)Nc1ccc(C(=O)NNC(=O)c2ccccc2)cc1,10,1,15,3,24,-14,91,94,-4.1
CCN(CC)CCOC(=O)c1ccc(NC(=O)CCCN2C(=O)/C(=C\c3cccs3)SC2=S)cc1,-25,17,21,-1,24,-80,154*,102,2.2
Cc1ccccc1Oc1nc2ccccc2n2cnnc12,18,-1,-14,-6,1,2,93,84,-2.4
CC(C)CCNC(=O)C12CN(Cc3ccccc3)CC1C(c1cccc([N+](=O)[O-])c1)=NO2 (stereo unspecified),-14,0,-15,-5,-1,24,103,107,0.9
COc1ccc(CCN2CC(C(=O)NCc3ccccc3)CCC2=O)cc1 (stereo unspecified),5,2,-21,-2,-1,6,100,101,-1.8
COC(=O)c1ccccc1NC(=O)CN(c1c(C)cccc1C)S(C)(=O)=O,10,0,-27,-5,9,4,98,91,1.0
Cn1c(CC(=O)Nc2ccccc2F)nnc1SCC(=O)NC1CCCCC1,-5,0,-8,-10,1,17,102,101,-2.2
COc1ccc(/C=C(\NC(=O)c2cccs2)C(=O)Nc2ccccc2C)cc1OC,4,-2,-14,5,3,3,99,102,-3.0
Nc1ccc2nc(SCc3ccccc3F)sc2c1,4,5,-5,-7,-15,-4,100,102,-0.9
CCN(CC)c1ccc(NS(=O)(=O)c2ccc3c(c2)oc(=O)n3C)c(C)c1,-19,5,0,x,10,8,108,106,3.3
COCc1cc(C)nc(SCC(=O)Nc2ccc3c(c2)OCCO3)c1C#N,-13,10,-22,-1,22,-3,110,108,-3.6
CCOC(=O)c1c(C)[nH]c(C=O)c1Cc1cccc(Cl)c1,-18,0,-17,-5,2,-8,101,103,2.8
COc1cc(/C=N/NC(=O)c2[nH]nc3c2CCc2ccccc2-3)ccc1O,-17,2,-4,-5,-17,-9,93,80,-0.4

# As a working copy, 2 of the compounds above.
SMILES,UBC9 SUMO inh,MEKK2 mut-MEK5,FID counter,GalR3 antagonist,CRFBP-R2 block,NS3 helicase inh,MEKK2wt PB1 HTS,MEKK3 PB1 HTS,CRFR2-BP ag
COc1ccc(OC)c(NC(=O)c2ccc(CSc3ncccn3)cc2)c1,6,-9,-8,-4,7,-9,94,101,0.4
Cc1cc(-c2nnc3n2CCCCC3)c(C)n1-c1ccccc1,-1,-6,-7,2,31,8,96,99,1.4

# Bioassay records deposited in PubChem BioAssay by several laboratories.

# This is a subset. The share of hits here may be higher or lower than overall.
